Bioassay records: PubChem, National Center for Advancing Translational Sciences (NCATS)
PKM2 act – PKM2 (human) enzyme activation | P14618 | purified PKM2, Kinase-Glo ATP luminescence, activation; response scale: 0% is enzyme alone, no compound | Potency, µM (titrated, usually from 57.5 µM), without a hit: top-dose activation, actives largely listed as activators | hit rate 0.34% among 260,000 | AID 1631; further: potency means the concentration at half of the fitted maximal effect; on the % scale 0 is the no-effect control and ±100 the full control effect; nearly all actives have a fitted effect of over 55% in size
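ATP formation by purified human PK-M2, quantified via coupled luciferase luminescence after 1 h at room temperature with 0.1 mM ADP and 0.5 mM PEP final.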
BCR signal inh – inhibitors of chronic active B-cell receptor signaling | ABC-DLBCL IkBa-CBG/CBR reporter, luminescence ratio, 4 h | Potency, µM (top dose mostly 46.1 µM), for inactives: top-dose ratio change, negative = lower green/red ratio, most hits filed as inhibitors | hit rate 0.05% among 340,000; active means well fitted inhibition curve with a large enough effect in the signal ratio, with a control signal flat, not every such curve was filed as active; inconclusive means small, poorly fitted or top-dose-only effect, or effect the other way, or a change in a side signal; the % refers to the signal ratio;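 further: potency means the concentration at half of the fitted maximal effect; plate controls were basal doxycycline-induced cells for no effect and cells given 10 µM MG132 for full effect; MG132 reads +100%, hits lower the ratio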
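Concentration-response series (up to 46 uM) were applied to TMD8 dual-reporter cells for 4 h at 37C with doxycycline. Green/red ratio, after filter-overlap correction, defined %Activity; red signal alone was normalised to basal cells and zero luminescence.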
FBPA coupling cs – inhibits coupling enzyme system, counter-screen for aldolase hits | coupling enzyme system counterscreen, AmpLite Red fluorescence | activity change, negative = inhibition, % at 58.2 µM, hits read low | hit rate 0.67% among 290,000 | AID 2472; in the data active means activity change below about -30%; further: on the % scale 0 is the no-effect control and ±100 the full control effect
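Compounds tested against the coupling enzymes alone at 57.5 uM final; readout was AmpLite Red fluorescence (525/598 nm) after 20 min at RT.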
GALK inh – blocks human galactokinase activity | Potency, µM (top dose mostly 57.5 µM), inactives show at the highest dose activity change, negative = inhibition, actives largely listed as inhibitors | AID 1868 | Purified GALK, Kinase-Glo residual ATP luminescence | hit rate 0.007% among 270,000; further: potency means the concentration at half of the fitted maximal effect; on the % scale 0 is the no-effect control and ±100 the full control effect
Target sequence (P51570 whole entry, looked up): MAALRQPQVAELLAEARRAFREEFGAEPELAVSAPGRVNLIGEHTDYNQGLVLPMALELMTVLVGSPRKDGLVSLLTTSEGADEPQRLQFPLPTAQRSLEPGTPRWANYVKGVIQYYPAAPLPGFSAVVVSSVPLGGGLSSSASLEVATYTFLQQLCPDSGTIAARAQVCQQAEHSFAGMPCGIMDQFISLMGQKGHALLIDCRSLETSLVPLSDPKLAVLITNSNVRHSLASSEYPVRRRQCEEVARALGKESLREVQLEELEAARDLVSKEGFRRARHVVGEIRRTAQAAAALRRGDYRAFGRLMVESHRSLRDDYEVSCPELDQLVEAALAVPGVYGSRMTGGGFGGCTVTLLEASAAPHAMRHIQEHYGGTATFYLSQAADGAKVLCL
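Luminescence from leftover ATP (Ultra-Glo luciferase/luciferin) served as read-out after a 1 h room-temperature reaction of 5 nM GALK with 35 uM ATP and 100 uM galactose.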
S-ASM inh – blocks human secretory acid sphingomyelinase; placental ASM, HMU-PC fluorogenic substrate, 60 min; Potency, µM (titrated, usually from 57.5 µM), for the others: at the top dose activity change, negative = inhibition, hits mostly inhibitors; hit rate 0.006% among 340,000; AID 504937; further: potency means the concentration at half of the fitted maximal effect
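Fluorogenic HMU-PC substrate (9 uM final) is turned over by placental ASM in 60 min at 37 C after a 10 min compound preincubation. Reaction ended by alkaline stop (pH 10), with fluorescence read at 386/447 nm.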
B2AR arrestin – recruits beta-arrestin to the human beta2-adrenergic receptor | Potency, µM (highest dose often 46.1 µM), for the others: at the highest dose activation, actives largely listed as activators | beta-arrestin recruitment to beta2AR, cell-based reporter | P07550 | hit rate 0.02% among 330,000 | AID 492947;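 further: potency means the concentration at half of the fitted maximal effect; 0% = DMSO controls and full agonism = EC100 isoproterenol or metaproterenol; nearly all actives have a fitted effect of over 65% in size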
a7 integrin act – activates integrin-mediated alleviation for muscular dystrophy; alpha7betagal myoblasts, beta-gal FDG fluorescence, 48 h; Potency, µM (series often up to 38.3 µM), for inactives: top-dose activation, usual class: activators; hit rate 0.064% among 350,000;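 further: potency means the concentration at half of the fitted maximal effect; 100% = response of the positive control SU9516; nearly all actives have a fitted effect of over 60% in size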
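alpha7betagal+/- myoblasts (passage 13, 250/well) treated 48 h at 37C with compounds at 1:260 dilution of DMSO stock. Lysed, then beta-galactosidase activity read as FDG fluorescence (ex 480/em 540) after 30 min, with pre-read for autofluorescence.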
PTAP TSG101 blk – blocks PTAP/TSG101 interaction to inhibit HIV-1 budding. 340,000 tested, under 10 active. Potency, µM (highest dose often 115 µM), without a hit: at the top dose activity change, negative = inhibition, most hits filed as inhibitors. AID 493005. Q99816. Fluorescence polarization, FITC-PTAP peptide / Tsg101 binding; active means well fitted inhibition curve with a large enough effect in the main read-out, with a control signal flat, not every such curve was filed as active; inconclusive means small, poorly fitted or top-dose-only effect, or effect the other way, or a change in a side signal; inactive means no such curve, though single readings can be large or run the other way; further: potency means the concentration at half of the fitted maximal effect; % of control where 0% means no effect
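Fluorescence polarization binding of Tsg101 binding domain (10 uM final) to FITC-labeled PTAP peptide (50 nM final) in HEPES pH 7.5 buffer with NaCl, Tween 20, EDTA, TCEP. Compounds added before peptide; binding 20 min at RT.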
Giardia killer – kills Giardia lamblia; hit rate 0.15% among 340,000; activity change, % at 7.66 µM, hits read low; Giardia lamblia trophozoite viability; AID 540267; in the data active means activity change below about -80%; inconclusive means between about -30% and that limit;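 further: parasites exposed to compound for two days anaerobically before the ATP read; on the % scale 0 is the no-effect control and ±100 the full control effect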
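Giardia trophozoites, 100 cells per well, were exposed to compounds for 48 hrs at 37 deg C under anaerobic conditions; viability was then read as ATP content by bioluminescence after 15-30 min at room temperature.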
Menin-MLL TR inh – menin-MLL binding inhibition, Texas Red mutant peptide; O00255; Menin + Texas Red MLL mutant peptide, fluorescence polarization; Potency, µM (titrated, usually from 61.6 µM), for the others: top-dose FP activity change, negative = inhibition, most hits filed as inhibitors; hit rate 0.23% among 270,000; active means well fitted inhibition curve with a large enough effect in the polarisation, with a control signal flat, not every such curve was filed as active; inconclusive means small, poorly fitted or top-dose-only effect, or effect the other way, or a change in a side signal; inactive means no such curve, though single readings can be large or run the other way; the % refers to the polarisation; further: potency means the concentration at half of the fitted maximal effect; % of control where 0% means no effect; many of its hits are not listed in these tables
Tb PFK block – inhibitors of T. brucei phosphofructokinase; O15648; T. brucei PFK, ADP-Glo luminescence; Potency, µM (series often up to 57.5 µM), without a hit: at the highest dose activity, negative = inhibition, actives largely listed as inhibitors; hit rate 0.17% among 330,000; AID 485367;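 further: potency means the concentration at half of the fitted maximal effect; 0% = uninhibited 1x PFK enzyme wells and -100% = no-enzyme wells; nearly all actives have a fitted effect of over 60% in size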
Target sequence (O15648 whole entry, looked up): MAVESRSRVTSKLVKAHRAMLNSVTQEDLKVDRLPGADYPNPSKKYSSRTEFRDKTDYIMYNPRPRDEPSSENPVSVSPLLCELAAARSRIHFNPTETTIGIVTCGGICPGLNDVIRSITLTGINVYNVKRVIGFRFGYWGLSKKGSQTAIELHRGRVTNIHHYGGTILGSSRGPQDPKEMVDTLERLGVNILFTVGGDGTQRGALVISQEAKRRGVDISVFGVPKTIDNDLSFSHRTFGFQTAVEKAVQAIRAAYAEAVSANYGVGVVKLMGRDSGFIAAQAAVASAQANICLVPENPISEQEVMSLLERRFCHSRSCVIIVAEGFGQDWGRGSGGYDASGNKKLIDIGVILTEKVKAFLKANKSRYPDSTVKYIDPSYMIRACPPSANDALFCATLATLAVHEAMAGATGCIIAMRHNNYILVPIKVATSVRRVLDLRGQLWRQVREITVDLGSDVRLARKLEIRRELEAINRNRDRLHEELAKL
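Luminescent ADP detection (ADP-Glo, two-step: ATP depletion then ADP-to-ATP conversion for luciferase) reported PFK activity after 45 min room-temperature reaction of 1.25 nM enzyme with 0.5 mM F6P and 0.1 mM ATP at pH 8.0.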
* = called active by the depositor; i = inactive; ? = inconclusive; nt = no result given; [ ] = dose if it differs, or a comment. Unless noted, the call rests on the fitted dose curve; in most records, active means well fitted curve in the direction sought with a large enough effect; inconclusive means small, poorly fitted or top-dose-only effect, or another doubt; inactive means no such curve, though single readings can be large; an effect the other way counts as inactive or inconclusive. Only part of the results is shown; the hit share may differ from the screen's.

SMILES	PKM2 act	BCR signal inh	FBPA coupling cs	GALK inh	S-ASM inh	B2AR arrestin	a7 integrin act	PTAP TSG101 blk	Giardia killer	Menin-MLL TR inh	Tb PFK block
Cc1ccc(C(=O)N(CN2CCCC2=O)c2ccc(F)cc2)cc1C	2%	5%	3	3%	1%	0.0%	-5%	-7%	0	-1%	4%
CC(C)(C)c1cc(NC(=O)CCl)n(-c2ccccc2)n1	-1%	?	-1	-3%	-1%	-0.4%	-68%[inhibitor]	1%	-14	nt	5%
CC(=O)c1ccc(N(C(=O)Cn2nnc3ccccc32)C(C(=O)NCc2ccccc2)c2ccccn2)cc1 (stereo not drawn)	-8%	8%	4	0%	0%	0.9%	22%	1%	-18	-17%	-1%
O=C(NCc1cccnc1)c1cc(-c2ccco2)on1	22µM*	?	5	-2%	0%	-0.2%	5%[7.66 µM]	-2%	-5	?	?
COc1ccc(OCCC(=O)NCCN2CCOCC2)cc1	15%	3%	0	2%	-3%	-0.3%	2%	-4%	-19	-24%	7%
Cc1cc(NC(=O)c2cc3nc4c(c(C(F)(F)F)n3n2)CCc2ccccc2-4)no1	6%	0%	1	3%	nt	0.1%	nt	nt	nt	3%	3%
C(=N\Nc1nc(N2CCCCCC2)nc(N2CCCCCC2)n1)/c1ccccc1	-3%	?	1	3%	-9%	-0.1%	18%	-9%	-21	10%	1%
CCCNC(=O)c1ccc(-c2nn(C)c(=O)c3ccccc23)cc1	1%	?	3	-6%	-2%	0.0%	2%	-3%	-19	?	3%
Cn1cc(C(=O)NC2CCCCCCC2)c(=O)c2cc(S(=O)(=O)N3CCCC3)ccc21	-1%	5%	0	0%	-1%	-0.5%	-5%	-4%	-13	3%	-3%
CC[C@]1(C(=O)OC)[C@H]2C(=O)N(Cc3ccccc3)C(=O)[C@H]2[C@H]2CN=C(SCc3ccc(C(=O)OC)cc3)N21	nt	0%	nt	nt	0%	-0.3%	-9%	-3%	-3	nt	-2%
COc1ccc(C(=O)Cn2ccsc2=NC(C)=O)cc1	nt	?	0	2%	-4%	-1.0%	12%	2%	-10	2%	1%
CCCCOC(=O)Nc1ccc(N(C)C)cc1	-5%	?	3	1%	1%	-0.5%	5%	0%	-3	7%	0%
COc1ccc(N2C(=O)C(Cl)=C(N3CCN(Cc4ccccc4)CC3)C2=O)cc1	11%	-3%	-3	2%	-11%	-2.4%	-32%	-4%	-3	-9%	-9%
O=C(Nc1cccc(C(=O)N2CCOCC2)c1)c1ccccc1Br	-5%	1%	0	-3%	0%	-0.6%	18%	nt	1	-5%	2%
CCOC(=O)/C=C1\SCC(=O)N1CCOc1cccc(Br)c1	20%	?	1	1%	-12%	-1.0%	-28%	-5%	-8	-4%[11.7 µM]	-1%
CCOC(=O)c1ccc(N=Nc2c(C)[nH]n(-c3ccccc3)c2=O)cc1	4%	-7%	0	0%	-17%	-0.3%	-17%	-3%	8	-15%	0%
COc1ccc(NC(=O)CN(C)C(=O)c2sc3cc(Cl)ccc3c2Cl)cc1	nt	11%	nt	nt	-16%	-0.2%	14%	-1%	-16	nt	-11%
CCc1ccccc1N1C(=O)CC(Sc2nccc(C)n2)C1=O (stereo not drawn)	2%[11.5 µM]	-20%	-1	-1%	5%	-0.6%	-58%[inhibitor]	-1%	34[activator]	1%	2%
CCC(=O)NNC(=O)CCC(=O)Nc1cccc(Cl)c1C	-5%	2%	-2	15%	2%	-0.3%	3%	-1%	14	-3%	-8%
CCOc1cc(/C=N\NC(=O)c2ccc(C)nc2)ccc1OC(=O)c1ccc(F)cc1	1%	8%	4	-1%	-3%	0.2%	11%	-7%	5	21%	2%
Brc1cccc(OCCN2CCCCC2)c1	2%	1%	0	2%	0%	-0.5%	3%	-2%	-2	0%	-14%
C=CCn1c(=N)c(C(=O)NCCCOC)cc2c(=O)n3ccccc3nc21	-2%	3%	-2	0%	i	0.4%	17%	-5%	16	4%	1%
CCOC(=O)C1=C(C)OC(N)=C(C#N)C1c1c(C)nn(-c2ccc(C)cc2)c1Cl (stereo not drawn)	3%	?	-2	2%	nt	-1.0%	nt	nt	nt	-5%	-2%
COc1cccc(C(O)c2cnc(C(C)C)n2C)c1 (stereo not drawn)	-2%	-7%	2	-1%	-4%	-0.2%	-4%	-3%	-2	nt	2%
CN(C)c1ccc(NC(=O)COC(=O)Cn2nnc3ccccc32)cc1	0%	2%	0	-2%	3%	0.3%	?	-1%	7	5%	1%
O=C(CSc1n[nH]c(-c2ccccc2Cl)n1)NCc1cccc(C(=O)O)c1	-2%	12%	0	-3%	4%	0.0%	?	1%	-2	-6%	4%
Cc1cccc(-c2cc(C(=O)Nc3c(C)n(C)n(-c4ccccc4)c3=O)c3ccccc3n2)c1	8%	-5%	nt	0%	nt	0.1%	-12%	1%	-2	nt	-6%
CCO[C@@H]1OC(C(=O)N2CCN(Cc3ccc4c(c3)OCO4)CC2)=C[C@H](c2csc3ccccc23)[C@H]1CCCO	1%	?	-12	-1%	-1%	0.8%	11%	-5%	-2	?	3%
CCOC(=O)N1CCN(c2nc(-c3cccs3)cc(C(F)(F)F)n2)CC1	17%	-4%	7	nt	6%	-0.3%	2%	-8%	-10	?	4%
Cc1ccc(NS(=O)(=O)c2cccc(C(=O)NNC(=O)NC3CCCCC3)c2)c(C)c1	0%	0%	2	1%	-3%	-0.6%	-6%	-3%	?	-5%	-2%
CCOc1ccc(/C=C2\CCC(C3CCCC3)C2=O)cc1 (stereo not drawn)	nt	8%	1	nt	1%	-0.8%	?	-2%	8	23%	0%
CC1(C(=O)Nc2nccs2)Cc2ccccc2C(=O)O1 (stereo not drawn)	2%	-7%	0	0%	0%	0.5%	-2%	nt	-13	-9%	20%
Cc1nc(N2CCN(c3ccccn3)CC2)c2c(C)c(C(=O)Nc3ccc(Cl)cc3)sc2n1	nt	0%	nt	-1%	-12%	-0.2%	19%	-4%	-5	nt	-15%
CCN(c1ccccc1)c1nc2nonc2nc1NCCO	-1%	-1%	2	1%	0%	-0.2%	-8%	1%	3	nt	1%
C/C(=N\NC(=O)c1nnn(-c2nonc2N)c1CN(C)c1ccccc1)c1cccs1	-29%	24%	-10	nt	-2%	-0.3%	?	-2%	-26	5%	2%
CCn1cc(-c2n[nH]c(=S)n2-c2ccc(C)cc2Br)c(=O)c2ccc(C)nc21	2%	0%	1	-2%	0%	-0.6%	-21%	-2%	20	nt	1%
CC(C)(C)NC(=O)c1ccc(C(=O)NC(C)(C)C)cc1	2%	-1%	-1	2%	3%	-0.6%	0%	-2%	4	0%	5%
CCOC(=O)C1(Cc2ccc(OC)cc2)CCN(C(=O)CC2CCC(=O)N2)CC1 (stereo not drawn)	-15%	-3%	2	2%	-3%	-0.6%	?	-2%	13	21%	-2%
C/C(=N\NC(=O)C(=O)Nc1cccc(C(F)(F)F)c1)c1ccc(Cl)s1	-1%	-1%	0	3%	0%	-0.5%	1%	0%	-7	-10%	-6%
O=c1[nH]n(-c2ccc([N+](=O)[O-])cc2)c(=O)c2ccccc12	-5%	?	0	1%	?	-0.3%	6%	1%	2	32µM*	-14%
CC(=O)Nc1ccc(S(=O)(=O)N2CCC(C(=O)NC3CCCC3)CC2)cc1	nt	-1%	-2	10%	1%	-0.2%	7%	-1%	10	11%	-1%
CNC(=O)c1ccc(NC(=O)CN2c3cccc4cccc(c34)S2(=O)=O)cc1	nt	?	nt	nt	109%[activator]	3.6%	9%	-2%	-14	nt	3%
CCCCSCCCNC(=O)c1ccc(CS(=O)(=O)c2ccc(OC)cc2)o1	nt	-13%	0	0%	0%	0.6%	13%	1%	-13	12%	17%
